DNMT1 inh: human DNMT1 methyltransferase inhibitors, primary screen, biochemical, molecular beacon, fluorescence, HinP1I cleavage, uHTS; inhibition (reported as % activation of signal), % at 10 µM; AID 588458, 2011; 0.83% of 360,000 active; in the data active = inhibition above about 50%
Rpn11 inh: Rpn11 (PSMD14) deubiquitinase inhibitors, primary screen, biochemical, fluorescence polarization, uHTS | human 26S proteasome, Ub4-pepOG fluorescence polarization; 20S core pre-blocked with epoxomicin | 26S proteasome non-ATPase regulatory subunit 14 (Homo sapiens), O00487 | calls only at 20 µM | 0.59% of 360,000 active | AID 588493, 2011;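 active = inhibition at 20 µM, scaled to each plate's controls, above about 33%, limit read from the data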
Target sequence (O00487 whole entry, looked up): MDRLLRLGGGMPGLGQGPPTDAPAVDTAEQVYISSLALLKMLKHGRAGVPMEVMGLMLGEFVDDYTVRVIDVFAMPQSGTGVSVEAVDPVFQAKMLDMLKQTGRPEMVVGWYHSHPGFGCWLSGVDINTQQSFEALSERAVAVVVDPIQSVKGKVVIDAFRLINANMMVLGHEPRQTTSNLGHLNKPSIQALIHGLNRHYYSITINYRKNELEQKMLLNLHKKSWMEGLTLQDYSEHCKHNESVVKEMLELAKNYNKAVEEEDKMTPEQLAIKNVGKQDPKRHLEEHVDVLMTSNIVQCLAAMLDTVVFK
STEP block: STEP phosphatase inhibitors, primary screen, biochemical, fluorescence intensity, uHTS | Tyrosine-protein phosphatase non-receptor type 5 (Homo sapiens), P54829 | recombinant STEP, OMFP fluorogenic substrate | AID 588621, 2011 | 0.25% of 360,000 active | inhibition, % at 20 µM;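 active = inhibition at 20 µM, scaled per plate between control wells, above about 37%, limit read from the data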;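 note: 0% = DMSO with enzyme and substrate and 100% = substrate only without enzyme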
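System: STEP phosphatase, cell-free reaction; Buffer or medium: Bis-Tris pH 6.0 buffer with DTT, detergent; Incubation: 20 min at room temperature, dark; Measured by: fluorescence, 480/540 nm.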
CSN deneddyl inh: inhibitors of CSN-mediated cullin deneddylation, primary screen, biochemical, fluorescence polarization, uHTS | Purified CSN, SCF-Nedd8-OG deneddylation | inhibition, % at 12.5 µM | AID 651999, 2013 | 0.38% of 360,000 active | COP9 signalosome complex subunit 5 (Homo sapiens), Q92905;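 active = pattern-corrected inhibition above about 35%, with an unprinted fluorescence ratio check between 0.5 and 1.5, limit read from the data, passing the limit was not always enough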;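 note: 0% = enzyme with substrate and 100% = substrate without enzyme; some results filed as inactive read as strong as hits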
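Material: human Csn5 produced in HEK293T cells; Input: enzyme 0.24 nM; Reagent: SCFSkp2-Nedd8OG substrate at 10 nM final; Dosing: 12.5 µM compound; Incubation: 90 min reaction at room temperature; Detection: fluorescence polarization of the substrate; Evaluation: % inhibition of substrate cleavage by Csn5; Control set: substrate-only high control, full reaction low control.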
LMPTP block: LMPTP phosphatase inhibitors, primary screen, biochemical, fluorescence intensity, uHTS; Low molecular weight phosphotyrosine protein phosphatase (Homo sapiens), P24666; recombinant LMPTP-A, OMFP fluorogenic substrate; inhibition, % at 20 µM; 0.22% of 360,000 active; AID 651560, 2012;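 active = compounds that cut the enzyme signal by at least half of the control window in the single-dose screen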;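 note: plate controls were DMSO wells with enzyme plus substrate for no effect and substrate without enzyme for full effect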
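Test system – LMPTP-A enzyme · Amount – LMPTP-A at 0.625 nM final in the reaction · Buffer or medium – Bis-Tris pH 6.0, DTT, detergent · Reagent – OMFP 400 µM · Doses – single 20 µM dose · Schedule – reaction 50 min, room temperature, dark · Detection – fluorescence intensity of OMFP turnover product · Evaluation – percent inhibition versus substrate-only and uninhibited controls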
Rin1 Abl inh: inhibitors of Rin1-Abl protein binding, primary screen, biochemical, TR-FRET; Tyrosine-protein kinase ABL1 (Homo sapiens) + Ras and Rab interactor 1 (Homo sapiens), …; inhibition, % at 7.35 µM; 0.4% of 360,000 active; AID 588664, 2011; in the data active = inhibition above about 5%, passing the limit was not always enough
Neddyl block: inhibitors of cullin neddylation, primary screen, biochemical, TR-FRET, uHTS, NAE and Ubc12; NEDD8-conjugating enzyme Ubc12 (Homo sapiens) + NEDD8-activating enzyme E1 regulatory …; calls only at 25 µM; 0.58% of 360,000 active; AID 651699, 2012; in the data active = inhibition above about 36%
Target sequence (P61081 whole entry, looked up): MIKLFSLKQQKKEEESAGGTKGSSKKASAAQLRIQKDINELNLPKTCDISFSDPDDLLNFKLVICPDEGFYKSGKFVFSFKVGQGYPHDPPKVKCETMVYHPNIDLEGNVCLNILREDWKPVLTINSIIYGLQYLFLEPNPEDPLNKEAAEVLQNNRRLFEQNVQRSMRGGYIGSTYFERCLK
Target sequence (Q13564 whole entry, looked up): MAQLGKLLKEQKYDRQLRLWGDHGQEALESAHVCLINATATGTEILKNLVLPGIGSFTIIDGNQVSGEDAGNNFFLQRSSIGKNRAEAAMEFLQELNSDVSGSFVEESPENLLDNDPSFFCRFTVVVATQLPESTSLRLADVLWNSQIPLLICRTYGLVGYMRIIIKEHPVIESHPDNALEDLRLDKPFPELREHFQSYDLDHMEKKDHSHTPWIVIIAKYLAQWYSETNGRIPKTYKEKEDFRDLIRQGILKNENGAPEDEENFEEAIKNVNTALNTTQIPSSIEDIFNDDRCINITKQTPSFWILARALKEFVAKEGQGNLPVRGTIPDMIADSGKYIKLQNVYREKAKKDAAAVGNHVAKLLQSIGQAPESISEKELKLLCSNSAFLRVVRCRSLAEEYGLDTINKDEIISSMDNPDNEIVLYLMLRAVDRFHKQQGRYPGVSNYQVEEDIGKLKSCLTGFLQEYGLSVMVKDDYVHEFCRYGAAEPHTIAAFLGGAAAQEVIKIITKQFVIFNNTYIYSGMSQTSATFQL
SUMO1-SIM PPI: modulators of SUMO1 protein-protein interactions, primary screen, biochemical, uHTS. AID 602429, 2012. 0.33% of 360,000 active. inhibition, % at 20 µM. SUMO1 binding to a labelled peptide, TR-FRET, 1 h; in the data active = inhibition above about 37%
NadD inh: inhibitors of S. aureus NadD, primary screen, biochemical, colorimetric, uHTS | Nicotinate-nucleotide adenylyltransferase NadD (Staphylococcus aureus N315) | purified NadD enzyme, colorimetric absorbance read-out | inhibition, % at 20 µM | 0.78% of 360,000 active; in the data active = inhibition above about 26%; note: some compounds past the cut are filed as inactive
Scp-1 inhibitor: Scp-1 phosphatase inhibitors, primary screen, biochemical, colorimetric, uHTS. inhibition, % at 20 µM. Carboxy-terminal domain RNA polymerase II polypeptide A small phosphatase 1 (Homo …. Recombinant Scp1, phosphopeptide, malachite green phosphate absorbance. AID 493091, 2011. 0.88% of 340,000 active;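 active = inhibition above about 50% at 20 µM, limit read from the data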;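 note: plate controls were DMSO wells with enzyme for no effect and wells lacking enzyme for full effect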
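Test system – truncated SCP-1 phosphatase (76-261aa) · Reagent – Phosphorylated 17-residue peptide substrate · Incubation – 45 min room-temperature reaction, 5 min colour, 30 min stabiliser · Detection – colorimetric phosphate reagent with accelerator and stabiliser, absorbance at 630 nm · Measure – % inhibition at 20 µM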
* = called active by the depositor; i = inactive; . = no result given.

SMILES	DNMT1 inh	Rpn11 inh	STEP block	CSN deneddyl inh	LMPTP block	Rin1 Abl inh	Neddyl block	SUMO1-SIM PPI	NadD inh	Scp-1 inhibitor
CC(C)c1ccc(N2C(=O)NC(=O)/C(=C/C=C/c3ccco3)C2=O)cc1	86*	.	4	135*	0.4	-3	i	12	8	2
Cc1ccc(C)c(NC(=O)CSc2nnc([C@@H](N)Cc3c[nH]c4ccccc34)o2)c1	-4	i	1	2	-0.4	-5	i	4	11	-2
O=P(Nc1cccnc1)(Oc1ccccc1)Oc1ccccc1	1	i	-1	3	-0.7	2	i	-2	-8	-10
CSc1ccc(CN2CCN(c3ccccc3C)CC2)cc1	4	i	1	2	-0.1	1	i	0	-10	0
CCCNS(=O)(=O)c1ccc(OCC(=O)N2CCN(C)CC2)cc1	2	i	1	-4	-2.1	3	i	-1	-6	-7
COc1ccccc1N(CC(=O)NC1CCCCC1)C(=O)c1cnn(C(C)C)c1	2	i	-1	1	-1.2	-3	i	2	-1	4
CC1(C)C2SCC(=O)N2CCN1CC(=O)NN (centres undefined)	1	i	1	-3	-0.8	-2	i	-4	-5	0
COC(=O)C1=C(c2cccc(C#N)c2)C[C@@H]2CC[C@H]1N2C(=O)N1CCCC1	4	i	1	3	0.2	4	i	2	4	-3
Cc1c(NC(=O)C(C)OC(=O)Cc2ccccc2)c(=O)n(-c2ccccc2)n1C (centres undefined)	2	i	3	-2	-3.4	3	i	2	14	-9
O=C(C1CCN(c2nc3ccc(Br)cc3s2)CC1)N1CCC2(CC1)OCCO2	-2	i	1	-5	0.0	-2	i	-1	-8	6
CC1=NN=C(c2ccc(N)cc2)c2cc3c(cc2C1)OCO3	-7	i	2	-2	-0.7	-4	i	-1	1	-3
CCOC(=O)C1(CCc2ccccc2)CCN(Cc2ccco2)CC1	1	i	1	6	-0.4	-2	i	-4	-6	-1
Cc1ccc(NC(=O)CCNC(=O)N2C[C@H]3C[C@@H](C2)c2cccc(=O)n2C3)c(C)c1	-2	i	1	0	-1.9	-5	i	3	2	1
CCCCn1nnnc1C(C1CC1)N1CCC(n2c(=O)[nH]c3ccccc32)CC1 (centres undefined)	0	i	4	-3	4.1	13	i	-5	-8	.
COC(=O)C1=C(c2ccc(F)cc2F)C[C@@H]2CC[C@H]1N2C(=O)N1CCOCC1	-2	i	-2	4	-2.1	4	i	3	-3	-6
Cc1cccc(NP(C)(=O)c2nc3c(s2)CCCC3)c1 (centres undefined)	-2	i	-3	11	-2.6	2	i	1	0	-6
CC(=O)OC1N=C(c2ccccc2)c2ccccc2NC1=O (centres undefined)	0	i	-2	-3	-0.7	1	i	-1	6	0
C[C@]12C=CC(=O)C=C1CC[C@@H]1[C@@H]2CC[C@]2(C)C(=O)CC[C@@H]12	-3	i	2	-4	-0.8	-2	i	5	-5	-1
COc1ccc(C(O)C(C)NC(C)C(O)c2ccc(OC)cc2)cc1 (centres undefined)	2	i	-2	2	-0.4	-1	i	-1	-4	-8
CCCCn1nnnc1C(CCSC)N1CCC(n2c(=O)[nH]c3ccccc32)CC1 (centres undefined)	1	i	1	2	2.5	9	i	2	-3	.
CC(Cl)(Cl)/C(=N/P(=S)(N1CCOCC1)N1CCOCC1)N1CCOCC1	0	i	1	-6	-1.8	-4	i	0	-7	-23
COc1ccc(C(c2nnnn2-c2ccc3c(c2)OCCO3)N2CCC(n3c(=O)[nH]c4ccccc43)CC2)cc1 (centres undefined)	-13	i	0	0	5.0	7	i	3	13	.
CCOc1ccccc1-n1c(O)c(C=NCc2ccc3c(c2)OCO3)c(=O)[nH]c1=O	2	i	3	0	0.0	0	i	0	3	1
CN(C)C(Cc1ccc(C#N)cc1)C(=O)c1ccccc1 (centres undefined)	-1	i	0	4	0.3	2	i	1	-2	-9
c1ccc(CN2Cc3ccccc3-n3nncc3C2)cc1	4	i	-3	4	-0.9	-1	i	-4	8	.
Other results.
SMILES	DNMT1 inh	Rpn11 inh	STEP block	CSN deneddyl inh	LMPTP block	Rin1 Abl inh	Neddyl block	SUMO1-SIM PPI	NadD inh	Scp-1 inhibitor
COC(=O)[C@@H]1C[C@]2(C(=O)O)c3ccccc3N(OOSc3ccccc3)[C@@H]2N1C(=O)OC	3	i	2	-1	-0.2	3	i	5	2	-6
OCCN(CC#CC(O)(c1ccccc1)C1CCCC1)CCO (centres undefined)	1	i	3	-1	-2.5	-2	i	1	13	-6
COc1ccc(C2=CC(c3ccc4c(c3)OCO4)c3c(c4ccccc4oc3=O)O2)cc1OC (centres undefined)	-5	i	1	-2	1.8	3	i	-3	10	-5
COC(=O)C1=C(c2ccc(S(C)(=O)=O)cc2)C[C@@H]2CC[C@H]1N2C(=O)NCc1ccco1	-5	i	0	-3	0.2	2	i	2	2	-8
O=C(c1ccco1)c1cn(Cc2ccc(Cl)cc2)c2ccccc12	-8	i	4	1	7.8	-4	i	4	-4	-17
Cn1c(O)c(C=NCc2cccs2)c(=O)n(C)c1=O	2	i	-1	-3	-0.8	-2	i	-4	-4	7
CC(C)(C)n1cc(C(=O)c2ccccc2OCCCF)cn1	-1	i	0	-4	-1.4	4	i	-3	2	-2
CC(=O)NC(C)Cc1ccccc1 (centres undefined)	2	i	5	-5	-3.1	0	i	-1	5	-10
COC(=O)C1=C(c2ccc(OCc3ccccc3)cc2)C[C@@H]2CC[C@H]1N2C(=O)NCc1cccc(OC)c1	-7	i	4	-6	10	-1	i	3	-4	-21
C=CC(C)C(C(=O)c1ccccc1)N(C)C (centres undefined)	2	i	-2	4	-2.1	-2	i	-4	-2	-8
O=C(CF)NC(Nc1cccc2cccnc12)C(Cl)(Cl)Cl (centres undefined)	-14	i	9	18	2.4	-1	i	1	0	-6
O=C(COc1ccc(S(=O)(=O)N2CCCCC2)cc1)N1CCN(Cc2ccccc2)CC1	-8	i	0	-2	0.1	2	i	-6	0	-2
Cc1nc2ccccc2c(=O)n1-c1ccc(Cl)cc1[N+](=O)[O-]	-2	i	-4	2	0.2	2	i	-22	-1	-1
Cc1ccccc1CCNCc1ccc(Br)cc1	-10	i	1	1	-1.8	2	i	2	-3	-7
Cc1cc(C)c(C)c(C(O)(C(=O)O)c2ccccc2)c1 (centres undefined)	4	i	0	-4	-1.1	-1	i	4	-2	.
COc1ccc(-c2nc3ccccc3n2OC(=O)N(C)C)cc1	-1	i	4	2	0.2	3	i	6	-3	-5
N=C1c2ccccc2CN1NC(=O)c1ccco1	2	i	-2	4	0.2	4	i	-23	2	16
Cc1cc(C=C2C(=O)NC(=S)NC2=O)c(C)n1C1CCCC1	28	i	6	15	2.2	0	i	-2	12	9
O=C(O)CCC(=O)NCCC1=c2ccccc2=N/C1=C\c1c(O)n(Cc2ccc(F)cc2)c(=S)[nH]c1=O	5	i	-2	4	-0.2	-3	i	23	25	92*
COc1ccc(CC2(CCc3ccncc3)C(=O)NC(=O)NC2=O)c(OC)c1	0	i	0	-11	-0.6	3	i	0	-7	1
O=[N+]([O-])c1cccc(O)c1	0	i	-2	0	-1.6	-1	i	-14	1	-3
COc1ccc(NC(=S)NC(NC(=O)CF)C(Cl)(Cl)Cl)cc1[N+](=O)[O-] (centres undefined)	-5	i	2	5	0.1	-3	i	-17	-2	-6
COC(=O)C1=C(c2cccc(C#N)c2)C[C@@H]2CC[C@H]1N2C(=O)NCCO	6	i	2	-2	-1.7	-1	i	3	-3	71*
CN1CCN(Cc2ccccc2Sc2ccccc2)CC1	2	i	4	-4	-1.5	1	i	-2	-8	0
CC(=O)c1ccc2c(c1)C1C(Cl)C(Sc3ccccc3[N+](=O)[O-])CC1C(c1ccccc1)N2 (centres undefined)	-32	i	2	-1	1.4	-1	i	9	37*	-2
New compounds follow
SMILES	DNMT1 inh	Rpn11 inh	STEP block	CSN deneddyl inh	LMPTP block	Rin1 Abl inh	Neddyl block	SUMO1-SIM PPI	NadD inh	Scp-1 inhibitor
CCC(CC)NCc1c[nH]c2ccccc12	-6	i	-1	-5	0.0	1	i	3	-5	-9
C=CCn1c(O)c(/C=N/N2CCCCC2)c(=O)[nH]c1=O	39	i	0	0	-4.0	-3	i	4	-1	-10
CCN(CC)c1ccc(N=Cc2c(O)n(CCC3=CCCCC3)c(=O)[nH]c2=O)cc1	15	.	-11	32	-2.2	-1	i	-1	11	-5
O=c1[nH]c(=O)n(-c2cccc(Cl)c2)c(O)c1C=NCCCN1CCOCC1	-1	i	1	-4	-9.7	2	i	-1	7	9
C=CC(=O)OCCO	2	i	-1	-3	-1.0	-3	i	-4	3	-5
COc1ccc(OC)c(CC(=O)O)c1	5	i	1	3	-1.1	-2	i	-2	0	-4
CCOc1ccc(N=Cc2c(O)n(Cc3ccccc3)c(=S)[nH]c2=O)cc1	15	i	-2	-5	-0.8	-1	i	-12	16	-7
O=C(c1ccncc1)C12CN3CN(CN(C3)C1)C2	0	i	-2	0	-1.2	0	i	5	-4	5
Cc1ccc(S(=O)(=O)N2CCN(C(=O)COC(=O)Cc3ccccc3)CC2)c(C)c1	0	i	-1	8	0.3	-2	i	7	0	-5
COc1ccc(-n2nc(C(=O)NCC(=O)N3CCC4(CC3)OCCO4)c3ccccc3c2=O)cc1	4	i	-2	1	-0.5	-1	i	-12	-6	-8
O=C1NC(=O)C2(Cc3ccccc3N3CCOCC32)C(=O)N1c1ccccc1 (centres undefined)	-4	i	1	0	-1.5	1	i	-3	-3	-13

Whole records, looked up by structure. Order of screens: DNMT1 inh | Rpn11 inh | STEP block | CSN deneddyl inh | LMPTP block | Rin1 Abl inh | Neddyl block | SUMO1-SIM PPI | NadD inh | Scp-1 inhibitor
`COc1ccc(OC)c(CC(=O)O)c1` reads 5 | i | 1 | 3 | -1.1 | -2 | i | -2 | 0 | -4
`C=CCn1c(O)c(/C=N/N2CCCCC2)c(=O)[nH]c1=O` reads 39 | i | 0 | 0 | -4.0 | -3 | i | 4 | -1 | -10
`O=C(c1ccncc1)C12CN3CN(CN(C3)C1)C2` reads 0 | i | -2 | 0 | -1.2 | 0 | i | 5 | -4 | 5
`CCN(CC)c1ccc(N=Cc2c(O)n(CCC3=CCCCC3)c(=O)[nH]c2=O)cc1` reads 15 | . | -11 | 32 | -2.2 | -1 | i | -1 | 11 | -5

Source: PubChem

The list is partial; the hit share may differ from the screen's.
